Assay outcomes: PubChem BioAssay, several laboratories
TNAP inh noacc: blocks human TNAP activity with no phosphate acceptor present; AID 1012; purified TNAP, CDP-star luminescence, 30 min; inhibition, % at 20 µM; P05186; 0.26% of 200,000 active;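 active = tissue-nonspecific alkaline phosphatase inhibition above about 50% at 20 µM in the single-dose screen, limit read from the data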;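 note: 0% = DMSO negative control and 100% = EDTA positive control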
Target sequence (P05186 whole entry, looked up): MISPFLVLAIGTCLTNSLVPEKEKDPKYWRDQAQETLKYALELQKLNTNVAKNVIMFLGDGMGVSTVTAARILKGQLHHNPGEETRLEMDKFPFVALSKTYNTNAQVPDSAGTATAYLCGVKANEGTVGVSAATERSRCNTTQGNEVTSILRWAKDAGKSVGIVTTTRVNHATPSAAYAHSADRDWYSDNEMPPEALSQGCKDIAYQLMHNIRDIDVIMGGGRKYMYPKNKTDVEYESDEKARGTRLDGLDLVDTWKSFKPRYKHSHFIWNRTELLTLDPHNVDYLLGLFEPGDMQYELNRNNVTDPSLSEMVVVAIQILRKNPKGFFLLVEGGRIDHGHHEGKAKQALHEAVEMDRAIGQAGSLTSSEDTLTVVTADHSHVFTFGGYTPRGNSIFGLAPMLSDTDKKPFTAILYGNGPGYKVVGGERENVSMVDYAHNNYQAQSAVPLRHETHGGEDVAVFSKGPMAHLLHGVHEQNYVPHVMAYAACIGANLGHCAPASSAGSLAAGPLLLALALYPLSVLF
TNAP act hi DEA: increases human TNAP activity under high phosphate acceptor concentration | purified TNAP, CDP-star luminescence, 1 M DEA, 30 min; active compounds read high; 0 = EDTA background, 1 = DMSO-only activity | 200,000 tested, under 10 active | AID 1136 | P05186 | activation factor at 20 µM;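 active = activation factor at least 2 at 20 µM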
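Control set: EDTA negative control, DMSO positive control / Assay system: human TNAP / Quantity: TNAP 1/800 final / Evaluation: TNAP activation factor scaled between EDTA and DMSO control wells / Measured by: luminescent substrate turnover signal / Compound dosing: one dose, 20 µM / Times: 30 min enzyme reaction at room temperature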
TNAP inh hiacc: inhibitors of human TNAP at high phosphate acceptor concentration | 0.03% of 200,000 active | purified TNAP, CDP-star luminescence, 1 M DEA | inhibition, % at 20 µM | P05186 | AID 1135;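 active = over 50% inhibition of tissue-nonspecific alkaline phosphatase at 20 µM in the single-dose screen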;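 note: plate controls were DMSO wells for no effect and EDTA-quenched wells as full inhibition for full effect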
FLuc inh counter: inhibits firefly luciferase, flagging false hits in luciferase inhibition screens; inhibition, % at 10 µM; AID 1006; ATPLite firefly luciferase biochemical luminescence, 10 min; 1.5% of 200,000 active; P08659;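 active = inhibition above about 50% when tested at 10 µM, limit read from the data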
Target sequence (P08659 whole entry, looked up): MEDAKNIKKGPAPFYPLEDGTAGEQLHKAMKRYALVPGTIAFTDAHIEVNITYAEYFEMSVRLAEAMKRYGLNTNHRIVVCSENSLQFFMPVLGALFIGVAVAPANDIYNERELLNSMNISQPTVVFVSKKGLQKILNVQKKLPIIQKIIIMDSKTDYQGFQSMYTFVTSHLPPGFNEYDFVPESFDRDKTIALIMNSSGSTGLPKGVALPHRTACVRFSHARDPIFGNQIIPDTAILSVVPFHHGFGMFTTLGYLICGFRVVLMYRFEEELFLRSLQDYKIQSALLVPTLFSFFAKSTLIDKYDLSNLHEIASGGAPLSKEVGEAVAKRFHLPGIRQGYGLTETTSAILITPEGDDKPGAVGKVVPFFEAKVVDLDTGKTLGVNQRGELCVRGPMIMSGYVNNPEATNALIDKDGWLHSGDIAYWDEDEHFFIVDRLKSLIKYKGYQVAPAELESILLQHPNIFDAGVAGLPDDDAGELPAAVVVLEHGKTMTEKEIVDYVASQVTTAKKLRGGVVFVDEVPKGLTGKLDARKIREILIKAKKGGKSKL
PMI activator: phosphomannose isomerase (human) activation; 0.005% of 190,000 active; activation factor at 20 µM; P34949; purified human PMI, coupled resazurin fluorescence, 20 min; active compounds read high; 1 = vehicle control, 0 substrate-free wells;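 active = activation factor of 2 or more at 20 µM, relative to plate controls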
FLuc act counter: firefly luciferase counter-screen for stimulation assays; P08659; ATPlite luciferase biochemical, luminescence, 10 min; 0 = ATP-free wells, 1 = DMSO control; activation factor at 10 µM; 200,000 tested, under 10 active;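 active = luciferase activation factor, scaled between plate controls, of at least 2 with compound at 10 µM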
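Material: Luciferase/luciferin reagent mix; Doses: test compounds dosed from 2 mM stocks in 100% DMSO; Schedule: 10 min incubation after luciferase reagent addition, room temperature; Measured by: luminescence from luciferase reaction; Read-out: luminescence gain marking luciferase activators.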
NF-kB expr up: compounds increasing NF-kB expression in human neuronal cells; NF-kB reporter expression; active compounds read high; fold change at 12.5 µM; 1.6% of 190,000 active; AID 1239; in the data active = fold change above about 3.3
bIAP activator: increases bovine intestinal alkaline phosphatase activity; purified bovine IAP, CDP-star luminescence, 30 min; active compounds read high; fold of DMSO-control signal, blank-subtracted; activation factor at 20 µM; 0.17% of 200,000 active; AID 1016;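 active = activation factor of 2 or more at 20 µM, a signal rise over negative controls twice the positive control's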
APP 5'UTR act: APP 5'UTR luciferase reporter activation; SH-SY5Y APP 5'UTR luciferase reporter, luminescence; zero percent = DMSO vehicle wells; activation, % at 2 µM; 1% of 190,000 active; AID 1276;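 active = activation above a set limit, based on mean plus 3 SD of controls, cut at about 140% in these data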; note: values of inactives mirror those of a sister screen read the other way
PMI act hi M6P: activators of human phosphomannose isomerase at near-saturating mannose 6-phosphate; 0.34% of 190,000 active; AID 1216; activation factor at 20 µM; coupled PMI enzyme assay, resazurin fluorescence, 20 min; active compounds read high; 1 = untreated enzyme, 0 = substrate-free blank;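 active = activation factor of 2 or more at 20 µM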
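test system = human PMI in coupled enzyme assay | medium = HEPES-buffered pH 7.4 with magnesium and detergent | also added = 1.0 mM mannose-6-phosphate substrate with 0.22 mM NADP+ | compound = 20 µM single dose | times = 20 min incubation at room temperature | measured by = resorufin fluorescence (Ex 544/Em 590 nm) from resazurin via diaphorase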
* hit, by the source's call; · = not tested or not shown.

Value order: TNAP inh noacc | TNAP act hi DEA | TNAP inh hiacc | FLuc inh counter | PMI activator | FLuc act counter | NF-kB expr up | bIAP activator | APP 5'UTR act | PMI act hi M6P
1: Cc1ccc(NC(=O)N2CCCC2C(=O)NCCC2=CCCCC2)cc1 (stereo not given)
  -10 | 1.1 | -7 | -3 | 1 | 1 | 1.2 | 1 | -48 | 1
2: CCC(CC)C(=O)Nc1cccc(C(=O)NCCc2ccc(S(N)(=O)=O)cc2)c1
  -11 | 1.1 | -6 | -4 | 1 | 1 | 0.97 | 1 | 14 | 1
3: Cn1c(=O)oc2cc(S(=O)(=O)NCCC(=O)N3CCc4ccccc4C3)ccc21
  -16 | 1.1 | -6 | -5 | 0.9 | 1.1 | 1 | 0.9 | 6 | 0.9
4: CCOc1ccc(N2C(=O)CC(NCC3CCCO3)C2=O)cc1 (stereo not given)
  -14 | 1.1 | -8 | -4 | 1.1 | 1 | · | 1 | 1 | 1.1
5: CC(C)C1(C(C)C)OC(=O)c2ccccc21
  -12 | 1 | -4 | -6 | 1 | 1.1 | 1.1 | 0.9 | -8 | 0.8
6: COc1ccc(Nc2nc(C)cc(C)c2C#N)cc1
  -7 | 1 | -5 | 1 | 1 | 1 | 1.2 | 0.9 | -4 | 1
7: Cn1c(SCC(=O)NCC2CCCO2)nnc1-c1ccc(S(=O)(=O)N2CCCC2)cc1 (stereo not given)
  -13 | 1 | -4 | -4 | 1 | 1 | 1.1 | 1 | 16 | 1
8: O=C(Nc1nc(-c2ccc(S(=O)(=O)N3CCCC3)cc2)cs1)c1ccco1
  -9 | 1.1 | -7 | -7 | 0.9 | 1.1 | 0.57 | 1 | 10 | 0.8
9: CN(C)C(=O)CSc1n[nH]c(=O)[nH]c1=O
  -8 | 1.1 | -6 | -1 | 1 | 1 | 1.1 | 1.1 | 34 | 1
10: Cc1ccccc1NC(=O)c1cnc2ccccn2c1=O
  -7 | 1 | -4 | 82* | 1 | 0.2 | 1.8 | 1 | 104 | 1
11: O=c1[nH][nH]c(-c2ccccc2)c1C=Nc1cccc(Cl)c1
  -134 | 1.1 | -6 | -10 | 1 | 1.1 | 1 | 1 | -7 | 0.9
12: COc1ccc(/C=N/NC(=O)c2ccccc2)cc1CN1CCN(c2ccc(F)cc2)CC1
  1 | 1 | 5 | -2 | 1.1 | 1 | 1.3 | 1 | 7 | 1
13: Cc1ccc(-n2nnnc2SCC(N)=O)c(C)c1
  -8 | 1 | 0 | -4 | 0.9 | 1 | 0.95 | 1 | 64 | 0.8
14: O=C(NC1CCCCC1)NC1CCN(C(=S)NCc2ccco2)CC1
  -13 | 1.1 | -5 | -8 | 1 | 1.1 | 0.9 | 1 | -5 | 1
15: CC(C)(C)c1ccc(C(=O)N/C(=C\c2ccco2)C(=O)O)cc1
  -10 | 1 | -4 | -2 | 1.1 | 1 | 1.2 | 1 | 18 | 1.1
16: O=C(Cc1coc2ccc3ccccc3c12)Nc1nnc(C2CC2)s1
  -4 | 1 | 0 | -5 | 1 | 1.1 | 0.91 | 1 | 12 | 0.8
17: CC(C)CCNC(=O)c1cnn2c(C(F)(F)F)cc(-c3ccco3)nc12
  -10 | 1 | -5 | 0 | 1 | 1 | 0.73 | 1.1 | -9 | 0.9
18: CCOc1ccc(-c2csc3ncn(-c4ccc(OC)cc4)c(=O)c23)cc1
  -12 | 1.1 | -6 | -1 | 0.9 | 1 | 1.2 | 1 | 6 | 0.9
19: COc1ccc(CN(C)C(C)C(=O)Nc2ccc(S(=O)(=O)N3CCCC3)cc2)c(OC)c1OC (stereo not given)
  -2 | 1 | 1 | -3 | 1 | 1 | 0.78 | 1.1 | 14 | 1
20: CSCCC(NC(=O)/C(=C/c1ccc(F)cc1)NC(C)=O)C(=O)O (stereo not given)
  -15 | 1 | -5 | -6 | 1 | 1.1 | 1 | 1 | 8 | 1
21: COc1ccc(N(C)C(=O)Nc2ccc3nsnc3c2)cc1
  -5 | 1.1 | -6 | -2 | 0.4 | 1 | 1.3 | 0.9 | 18 | 0.3
22: Cc1ccc(NC(=O)c2cc(-c3cccs3)on2)cc1
  -10 | 1 | -1 | 7 | 1 | 0.9 | 2.4 | 0.7 | 13 | 1
23: COC(=O)c1cc2c(ccn2-c2ccc(F)cc2)n1Cc1ccc(OC(C)=O)cc1
  -5 | 1 | -2 | 2 | 0.8 | 1 | 1.4 | 1 | 7 | 0.9
24: CCOc1cc(/C=N/NC(N)=O)ccc1OC(=O)c1ccc(C)cc1
  -9 | 1 | -3 | 1 | 1 | 1 | 1 | 0.9 | -5 | 1
25: CCOC(=O)c1sc2cc([N+](=O)[O-])cc(SCC(C)C)c2c1N
  6 | 0.9 | 9 | -4 | 1 | 1 | 1.1 | 0.7 | -1 | 1
26: CCOC(=O)c1c(NC(=O)c2cccs2)sc2c1CCCC2
  -14 | 1.1 | -7 | -6 | 0.9 | 1.1 | 1.2 | 0.9 | -14 | 1
27: C/C(Cl)=C\COc1cc(C)nc2c(Br)cccc12
  -14 | 1 | -5 | -5 | 0.9 | 1 | 1.1 | 0.9 | 2 | 1
28: Cc1csc(=N)n1-c1ccc(Cl)cc1
  5 | 1 | 1 | 11 | 1 | 0.9 | 2.1 | 0.9 | 35 | 1
29: O=C(CSc1nnnn1Cc1ccccc1)c1ccccc1
  -20 | 1.1 | -7 | -7 | 1 | 1.1 | 1.1 | 0.8 | -5 | 1
30: O=C(C1CCN(S(=O)(=O)c2cccc3cccnc23)CC1)N1CCn2c1nc1ccccc12
  -13 | 1.1 | -8 | -8 | 1 | 1.1 | 0.36 | 0.9 | -5 | 1

The listing continues:
Value order: TNAP inh noacc | TNAP act hi DEA | TNAP inh hiacc | FLuc inh counter | PMI activator | FLuc act counter | NF-kB expr up | bIAP activator | APP 5'UTR act | PMI act hi M6P
31: C=CCn1c(=N)c(C(=O)OCC)cc2c(=O)n3cc(C)ccc3nc21
  -7 | 1 | -4 | -6 | 1 | 1.1 | · | 1 | · | 1
32: Cn1c(Cn2c(=O)sc3ccccc32)nnc1SCC(=O)Nc1cccc(F)c1
  -11 | 1 | -4 | -6 | 1.1 | 1.1 | 0.9 | 0.9 | -4 | 1.1
33: CCn1c(SCC(=O)Nc2cccnc2Cl)nnc1-c1ccccc1
  -4 | 1 | 3 | -5 | 1 | 1 | 1.5 | 1 | -2 | 1
34: O=C(N/N=C/c1ccncc1)c1cc([N+](=O)[O-])cc([N+](=O)[O-])c1O
  32 | 1 | 4 | 14 | 1.1 | 0.9 | 1.1 | 0.9 | 11 | 1.1
35: O=C(C1CCN(S(=O)(=O)N2CCCC2)CC1)N1CCCCC1
  -12 | 1 | -3 | -4 | 1 | 1 | 1 | 0.7 | 23 | 1.1
36: O=C(N/N=C/c1ccccc1)c1ccc(OCc2ccccc2)cc1
  -19 | 1 | -3 | 4 | 1 | 1 | 1.1 | 1.1 | 7 | 1
37: CCOc1ccc(N(C)S(=O)(=O)c2ccc3[nH]cc(C(=O)NCCOC)c(=O)c3c2)cc1
  -3 | 0.9 | 5 | 2 | 1 | 1 | 0.68 | 1.1 | 1 | 0.9
38: Cc1ccc(N/C=C/C(=O)C(C)(C)C)c(O)c1
  -2 | 1 | 0 | 8 | 0.9 | 0.9 | 2.1 | 0.9 | 21 | 0.9
39: COc1ccc(C2CC(c3ccc(Cl)c(Cl)c3)Nc3nc(N)nn32)cc1 (stereo not given)
  -2 | 1 | -5 | -9 | 0.9 | 1.1 | 1.2 | 0.9 | 17 | 0.8
40: CC(C)=CC(=O)OCC(=O)Nc1cc([N+](=O)[O-])ccc1F
  -11 | 1 | 0 | -3 | 0.9 | 1 | 1.3 | 0.8 | 6 | 0.9
41: Cc1cc(C)n2nc(-c3cccnc3)nc2n1
  -12 | 1.1 | -6 | -2 | 1 | 1 | 1.2 | 0.9 | 4 | 1
42: COc1cc(NC2c3ccccc3C(=O)N2c2cc(C)ccn2)cc(OC)c1OC (stereo not given)
  -10 | 1 | 1 | 0 | 0.9 | 1 | 1.5 | 1.1 | 13 | 0.9
43: COc1ccc(CC(=O)NCCc2ccc(S(N)(=O)=O)cc2)cc1
  3 | 1 | -3 | -8 | 1 | 1.1 | 1 | 0.9 | -3 | 1.1
44: OC1(c2cccnc2)CCN(Cc2nnnn2Cc2ccccc2)CC1
  -18 | 1.1 | -8 | -6 | 1.1 | 1.1 | 0.93 | 1 | -15 | 1.1
45: Cc1ccc(N(CC(=O)NCCc2ccccc2)S(=O)(=O)c2c(C)noc2C)cc1
  -1 | 1 | 4 | 1 | 1.1 | 1 | 1.1 | 1 | -13 | 1.1
46: CCOC(=O)c1sc(NC(=O)c2ccc(CC)s2)nc1C
  -6 | 1 | 0 | 12 | 0.9 | 0.9 | 2.3 | 0.8 | 29 | 0.9
47: O=C(NCCCl)C1Cc2c(ccc3ccccc23)O1 (stereo not given)
  -2 | 1 | -5 | -8 | 1.2 | 1.1 | 0.94 | 1.1 | -10 | 1.1
48: Cc1ccc2nc(-c3ccc(SCC(=O)Nc4cc(C)on4)nc3)[nH]c2c1
  -10 | 1 | -3 | 73* | 1 | 0.3 | 2.9 | 0.9 | 73 | 0.9
49: O=C(C1=C[C@@H](c2ccc(C(F)(F)F)cc2)C[C@@H](OCc2ccc(CO)cc2)O1)N1CCN(Cc2ccccc2)CC1
  -7 | 1 | -4 | -5 | 0.8 | 1 | 0.9 | 1 | -2 | 0.8
50: CCOc1cc(Cl)c(NC(C)=O)cc1OCC
  -6 | 1.1 | -7 | -9 | 1 | 1.1 | 1.2 | 1 | 4 | 1
51: Cc1cccc(-c2nc3ccccc3c(=O)n2NC(=O)c2cccnc2Cl)c1
  -11 | 1 | 0 | -5 | 0.9 | 1 | 1.2 | 1.1 | 7 | 1
52: CCCN=C1N/C(=C\c2ccco2)C(=O)N1c1ccccc1
  -9 | 1.1 | -12 | -6 | 1.1 | 1.1 | 1.5 | 0.8 | -4 | 1.2
53: CCN1CCN(C(=O)c2ccc(Sc3ccccc3Cl)c([N+](=O)[O-])c2)CC1
  -3 | 1 | 0 | -3 | 0.9 | 1 | 0.94 | 0.4 | 6 | 1
54: COc1cccc(C(=O)Nc2ccc(S(=O)(=O)Nc3nccc(C)n3)cc2)c1
  0 | 1 | 1 | 0 | 0.9 | 1 | 1.1 | 1.3 | 8 | 0.9
55: Cc1ccc(-c2nc3ccc(C(=O)O)cc3nc2-c2ccc(C)cc2)cc1
  -10 | 1 | -3 | -5 | 1 | 1.1 | 1.2 | 1 | 17 | 1

Three structures out of the list, ordered by SMILES length, rising.
Value order: TNAP inh noacc | TNAP act hi DEA | TNAP inh hiacc | FLuc inh counter | PMI activator | FLuc act counter | NF-kB expr up | bIAP activator | APP 5'UTR act | PMI act hi M6P
47: O=C(NCCCl)C1Cc2c(ccc3ccccc23)O1 (stereo not given)
  -2 | 1 | -5 | -8 | 1.2 | 1.1 | 0.94 | 1.1 | -10 | 1.1
46: CCOC(=O)c1sc(NC(=O)c2ccc(CC)s2)nc1C
  -6 | 1 | 0 | 12 | 0.9 | 0.9 | 2.3 | 0.8 | 29 | 0.9
52: CCCN=C1N/C(=C\c2ccco2)C(=O)N1c1ccccc1
  -9 | 1.1 | -12 | -6 | 1.1 | 1.1 | 1.5 | 0.8 | -4 | 1.2
